Screening results deposited in PubChem by several laboratories.
WT yeast gro inh = growth inhibition of WT yeast, mitochondrial fusion screen; mitochondrial fusion phenotypic screen, WT strain; inhibition, % at 10 µM; 2.1% of 190,000 active; in the data active = inhibition above about 58%; tested in S. cerevisiae
Ins promoter up = MIN6 insulin promoter up-regulation; MIN6 insulin promoter-GFP reporter, high-content imaging; stronger effect = higher value; z-score at 5 µM; 0.3% of 190,000 active;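 active = z-score above 3 at 5 µM with at least 500 cells counted in the well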
MT stabilizer = microtubule stabilizers in HeLa cells; HeLa tubulin immunostaining HCS, 24 h; share of cells brighter than vehicle mean+2SD; % tubulin-high responders, % at 10 µM; 0.83% of 200,000 active; AID 2205;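 active = plate Z-score above 3 for both tubulin-high and condensed-nucleus cell shares, with cell loss under 80%, at 10 µM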;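 also: anti alpha tubulin signal scored within the nucleus-defined area of each cell; some results filed as inactive read as strong as hits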
Lipid droplet = modulators of hepatic lipid droplet formation; 0.4% of 240,000 active; AID 1656; AML12 mouse hepatocytes, oleate lipid droplets, BODIPY imaging; inhibition, % at 6.5 µM;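 active = lipid droplet intensity inhibited by at least 50%, with more than 500 cells counted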
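Material – AML12 mouse liver cells · Also added – oleate loading, 100 µM · Compound dosing – 6.5 µM single-point dosing · Times – overnight treatment with compound plus oleate · Measured by – fluorescence imaging, 20x objective, two fields per well · Read-out – percent inhibition of filter-corrected integrated lipid droplet intensity per well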
Dynein cargo inh = dynein cargo transport inhibition. AID 1381. z-score, hits read low. 3617.4 mouse cells, GR-EGFP nuclear translocation imaging; test concentration mostly 20 µM; stimulated with dexamethasone, 1 µM; stronger effect = lower value. 0.47% of 220,000 active;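 active = plate z-score of nuclear minus cytoplasmic receptor signal below a set negative limit, without overly bright fluorescence or cell loss, cut at about -3.5 in these data, passing the limit was not always enough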;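 also: z-score of nuclear minus cytoplasmic ring GR-EGFP intensity difference per well; some compounds called inactive have numbers as strong as hits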
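Also added: dexamethasone, 1.0 µM final. Medium: tet-free, stripped-serum medium. Detection: fixed, Hoechst-stained cells imaged at 10x for EGFP. Read-out: nuclear-to-cytoplasmic GR-EGFP distribution per well. Times: induction 48 h, compound 1 h, agonist 30 min.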
XIAP antagonists = XIAP antagonists, biochemical, IAP family, fluorescence polarization (AID 1018); XIAP BIR domain, fluorescence polarization peptide displacement; higher % means a stronger effect; displacement, % at 20 µM; hits with a dose series show IC50 in µM; 0.007% of 200,000 active; in the data active = displacement above about 50%; also: a part of the inactive calls stands beside numbers as strong as those of hits
ER stress rescue = rescue of cells from ER stress-induced death, primary screen, 384-well, CSM14.1, thapsigargin, ATP luminescence (AID 1222); CSM14.1 thapsigargin-induced death rescue, ATP luminescence; higher % means a stronger effect; one-dose cellular ATP content (survival), % at 20 µM; EC50 in µM for titrated hits; 190,000 tested, under 10 active;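 active = EC50 below 50 µM in the dose-response confirmation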;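 also: death triggered by thapsigargin at about 15 µM added after 2 h compound pretreatment; cell ATP read after overnight thapsigargin exposure of roughly 18 to 22 hours; normalized against plate controls of thapsigargin alone and 5% DMSO vehicle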
b-catenin transl = modulators of beta-catenin nuclear translocation | HeLa beta-catenin nuclear translocation, immunofluorescence imaging | nuclear translocation activity, % at 5 µM | 0.3% of 190,000 active | AID 1665;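 active = nuclear translocation activity above 50% at 5 µM, with a well cell count of 50 or more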;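 also: per-cell ratio of nuclear to cytoplasmic median beta-catenin stain intensity; plate controls were DMSO negative control for no effect and GSK-3 inhibitor IX positive control for full effect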
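Read-out: Nuclear/cytoplasmic beta-catenin signal ratio, % activation | Assay system: Human HeLa cell line | Times: 24 h compound exposure at 37°C, 5% CO2 | Signal: Fluorescence imaging of beta-catenin antibody stain plus DAPI | Dosing: 5 µM primary, 0.02–20 µM confirmation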
Autophagy mod = alters autophagy in cells. calls only at 10 µM (by protocol). AID 463193. MEF GFP-LC3 puncta imaging; test concentration mostly 10 µM. 0.98% of 190,000 active;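 active = percentage of spot-positive cells more than 3 SD above its plate mean, without a fluorescence outlier flag or 80% toxicity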;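 also: spot-positive cell cutoff set from DMSO-treated cells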
WT yeast gro inh mutant strain = further read-out of WT yeast gro inh, marked with its call; inhibition, %; mitochondrial fusion phenotypic screen, mutant strain inhibition
Dynein cargo inh cytoplasmic EGFP = also measured in Dynein cargo inh; calls as there; z-score; measured here: cytoplasmic GR-EGFP intensity; stronger effect = higher value
Dynein cargo inh nuclear GR-EGFP = further read-out of Dynein cargo inh, marked with its call; z-score; measured here: nuclear GR-EGFP intensity;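 lower value marks the stronger effect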
Dynein cargo inh cell count = second read-out of Dynein cargo inh, no call of its own (marks repeat the call); z-score; measured here: cell count per field
Ins promoter up cell count = recorded beside Ins promoter up, whose call it bears; cell count; measured here: cytotoxicity, nuclei count;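 total cells summed across four imaged fields per well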
Lipid droplet cells 6.5 µM = second read-out of Lipid droplet, no call of its own (marks repeat the call); cell count; measured here: cell count, cytotoxicity flag;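 cells counted across two imaged fields per well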
b-catenin transl cell count 5 µM = second read-out of b-catenin transl, no call of its own (marks repeat the call); cell count; measured here: cell count, cytotoxicity flag
MT stabilizer Hoechst-high % = recorded beside MT stabilizer, whose call it bears; % Hoechst-high responders; measured here: nuclear condensation Hoechst responders;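 share of cells brighter than vehicle mean plus two SD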
MT stabilizer cytotoxicity % = recorded beside MT stabilizer, whose call it bears; toxicity, %; measured here: cytotoxicity by cell density;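 0% = mean cell density of plate MIN control wells and 100% = no cells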
Autophagy mod cell loss 18 h = further read-out of Autophagy mod, marked with its call; toxicity, %; measured here: cell loss, nuclei count;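 cell loss after 18 h compound exposure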
An asterisk follows results filed as active; i = inactive; / = not tested or not shown.

SMILES	WT yeast gro inh	WT yeast gro inh mutant strain	Ins promoter up	Ins promoter up cell count	MT stabilizer	MT stabilizer Hoechst-high %	MT stabilizer cytotoxicity %	Lipid droplet	Lipid droplet cells 6.5 µM	Dynein cargo inh	Dynein cargo inh cytoplasmic EGFP	Dynein cargo inh nuclear GR-EGFP	Dynein cargo inh cell count	XIAP antagonists	ER stress rescue	b-catenin transl	b-catenin transl cell count 5 µM	Autophagy mod	Autophagy mod cell loss 18 h
O=C1CC(c2cccnc2)c2cc3c(cc2N1)OCCO3 (stereo not drawn)	-5	-4	2.2	1798	2.9	1.4	3.7	-8	677	3.4	-0.079	2	-1.2	-8.9%	/	-2.0	1120	i	1
Cc1ccc(S(=O)(=O)Cn2nnnc2CN2CCN(C(=O)c3ccco3)CC2)cc1	21	14	-0.09	1218	4.3	2.7	7.3	/	/	0.19	-0.12	0.47	-1.3	-5.4%	-0.6%	-1.6	894	i	28
CCCCCCS(=O)Cc1ccccc1 (stereo not drawn)	4	10	0.27	1350	3.1	1.1	2.8	2	759	-0.26	-0.2	0.63	0.48	-4.4%	-2.9%	-2.0	1192	i	7
CC1CN(S(=O)(=O)c2ccccc2)CC(C)O1 (stereo not drawn)	16	5	0.95	1297	2.7	3.0	9.8	7	801	0.52	-0.24	0.21	-0.046	-4.7%	-2.6%	-4.1	1136	i	-4
COc1cccc(NC(=O)N2CCCC2C(=O)NC(C)C)c1 (stereo not drawn)	-7	-9	-5.7	650	3.3	1.6	5.5	2	599	0.3	1.2	1.2	-0.91	-6.7%	-2.6%	-1.5	1076	i	10
O=C(NCCc1cccs1)C1CC(c2cccc(F)c2)=NO1 (stereo not drawn)	/	/	2.5	636	/	/	/	-23	692	0.44	0.36	0.46	-0.77	/	/	0.8	1030	/	/
COc1ccc(C(=O)N2CCN(S(=O)(=O)c3ccc(F)cc3)CC2)cc1OC	0	-3	-0.25	1700	0.8	0.8	2.6	-17	687	0.59	-0.039	0.89	-1.2	-8.6%	-1.3%	-0.6	1044	i	19
N#Cc1c(N)nc(N2CCCC2)c(C#N)c1-c1ccc(Cl)cc1	7	18	0.52	1220	2.9	3.8	2.4	1	690	0.55	-0.11	0.46	0.17	-13%	-2.1%	/	/	i	2
Cc1cccc(-n2c(Cc3cc(=O)[nH]c(=O)[nH]3)nnc2SCC(=O)N2CCCCC2)c1	5	5	-0.55	1050	5.4	2.3	4.2	/	/	-0.68	-0.24	-0.36	0.61	0.9%	-0.3%	/	/	i	12
O=C(c1ccc(Cl)cc1)N(c1ccccn1)C1CCCCC1	4	-1	0.07	1634	2.9	1.1	2.9	0	630	1.8	-0.25	1.6	-1.5	-7.0%	-0.9%	-3.4	1105	i	29
CCCOc1ccc(NC2=CC(=O)CC(C)(C)C2)cc1	-1	-2	0.85	783	1.2	1.0	8.6	-3	730	-0.42	-0.36	0.091	1.8	-2.2%	-4.6%	1.2	1167	i	-10
Cc1[nH]nc(SCC(=O)NCc2ccc(Cl)cc2)c1[N+](=O)[O-]	-1	-11	-0.81	1348	1.6	1.9	5.8	-7	665	-0.096	-0.14	0.33	-0.64	-11%	-2.4%	-1.1	1126	i	-5
COc1cc(OC)c(NC(=O)CCc2nc(-c3cccs3)no2)cc1Cl	14	18	-0.05	1020	2.2	1.8	13	-6	748	-0.92	-0.091	-0.19	-0.47	-4.0%	1.5%	/	/	i	5
O=C(CN(c1ccc2c(c1)OCCO2)S(=O)(=O)c1ccccc1)Nc1ccc2c(c1)OCO2	9	15	1.6	1187	5.3	4.1	4.3	-28	749	-0.74	-0.23	-0.32	0.33	-0.6%	-0.3%	0.5	971	i	0
COc1cc(C(=O)NCc2nnc(SCC(=O)Nc3cccc(C)c3)o2)cc(OC)c1OC	-16	-12	-0.58	1055	2.4	1.2	10	/	/	2.1	-0.17	1.6	-1.6	-0.7%	0.7%	/	/	i	-2
COC(=O)Cc1cc(=O)[nH]c(/N=C(\N)Nc2cccc(C)c2)n1	-8	1	-0.3	1335	0.9	1.7	1.7	6	688	-0.26	-0.33	-0.22	0.74	-1.6%	1.9%	-1.7	1086	i	0
N#Cc1c(-c2cccs2)nc(SCC(=O)c2ccc(Br)cc2)[nH]c1=O	/	/	0.1	795	/	/	/	16	706	0.32	-0.2	0.65	0.34	/	/	-1.4	1409	/	/
OCc1cc(CO)c(O)c(CCc2ccccc2)n1	-9	-30	-1.1	961	1.1	1.2	7.7	2	786	-0.4	0.13	0.12	-0.97	-6.8%	-0.1%	/	/	i	-1
Cc1cccc(C)c1NC(=S)N(Cc1ccccc1)Cc1cccs1	73*	54*	-0.98	1249	1.7	2.1	7.2	-20	701	-0.38	-0.24	-0.19	0.41	-7.5%	-1.7%	-0.6	1082	i	-29
CCOC(=O)N1CCN(C(=S)NCCOC)CC1	9	16	0.44	837	2.3	2.0	3.5	/	/	-0.38	-0.052	-0.17	0.35	0.1%	-2.2%	/	/	i	1
Cn1nnnc1SCC(=O)c1cccs1	-1	2	0.01	1273	4.9	2.8	4.5	/	/	0.45	-0.31	0.23	-0.69	-5.3%	0.8%	-2.5	849	i	-5
COc1ccc(C(=O)C2CCCN(C(=O)C3CCOCC3)C2)c(C)c1 (stereo not drawn)	-15	-12	0.5	1491	1.8	2.8	2.6	-20	651	-0.46	-0.29	-0.17	1	-0.9%	-1.1%	1.3	815	i	-32
O=C(c1ccccc1)N1CCN(c2ncnc3sc4c(c23)CCC4)CC1	10	10	-0.64	1542	3.0	2.4	8.5	-4	646	-0.42	-0.063	0.031	-0.13	-11%	-2.2%	-3.0	1055	i	12
CCOC(=O)c1ccccc1NC(=S)N1CCCCC1	6	-12	0.16	1015	1.8	0.9	1.7	/	/	0.25	-0.28	-0.23	0.32	-6.9%	-3.8%	-2.0	511	i	-6
Cc1cc(-c2nc(C)c(C(=O)NNS(=O)(=O)c3ccc(Cl)cc3Cl)s2)no1	/	/	0.11	1243	/	/	/	-1	730	-1.3	-0.22	-0.81	1.6	/	/	6.6	896	/	/
COc1cc2cc(C(c3nnnn3C3CCCC3)N3CCCCCC3)c(=O)[nH]c2cc1OC (stereo not drawn)	2	9	-0.2	1919	2.0	1.4	1.6	-29	596	0.71	-0.16	0.56	-0.53	-5.4%	-1.1%	-1.7	1056	i	5
COc1ccc(C(=O)/C=C/c2cc(C(=O)O)cc3c2OCOC3)c(O)c1	/	/	1.2	1013	/	/	/	-5	730	0.67	0.07	1.3	-1.8	/	/	0.2	1308	/	/
CC(=O)N1CCC2(CC1)C/C(=N\NC(=S)Nc1ccc(C)cc1)c1cc(O)ccc1O2	6	10	-0.31	1211	3.0	3.1	14	10	689	0.00068	-0.14	-0.061	-0.5	-4.8%	-0.8%	-0.6	1137	i	-12
O=C(O)CC(C(=O)OC1CCCCC1)N1CCOCC1 (stereo not drawn)	-19	-17	-0.26	1127	2.8	1.2	4.2	-3	708	-0.02	-0.21	-0.63	-0.18	-13%	0.4%	/	/	i	-4
O=c1c2ccccc2nc2n1C(CSCc1cccc(C(F)(F)F)c1)CS2 (stereo not drawn)	-6	2	/	/	1.8	1.5	2.7	/	/	0.48	-0.2	0.52	0.2	0.0%	-1.8%	/	/	i	8
CCC(C)[C@H](NC(=O)Nc1cccc(Br)c1)C(=O)OC (stereo partly drawn)	-11	-6	-0.29	1525	4.2	1.2	6.9	-14	626	-0.64	-0.17	-0.44	0.53	-6.0%	0.9%	-3.5	1104	i	-11
COc1ccccc1N1CCN(C(=O)c2coc(=O)c(Br)c2)CC1	/	/	-0.15	1452	/	/	/	14	659	-0.91	-0.12	-0.42	1.8	/	/	-1.9	1110	/	/
Cc1nn(C)cc1CNC(=O)Nc1cccc(Cl)c1	5	-10	/	/	2.3	2.0	7.1	8	814	-0.64	-0.22	-0.4	0.52	-2.1%	-4.7%	-14	1111	i	5
CC(=O)NC(Cc1ccccc1)C(=O)OCC(=O)c1ccc(F)cc1 (stereo not drawn)	-2	-10	0.12	1426	1.4	2.1	5.4	-4	661	0.2	-0.32	-0.32	0.42	-9.6%	-0.6%	-1.3	992	i	-5
O=C(OCCC1Oc2cccnc2NC1=O)c1ccc([N+](=O)[O-])cc1 (stereo not drawn)	-11	4	0.8	1512	3.1	2.1	8.5	-10	673	-0.61	0.021	-0.28	-0.18	-10%	-0.7%	0.0	1124	i	-5
CC1CCN(S(=O)(=O)c2cccc(C(=O)N(Cc3ccccc3)c3ccccn3)c2)CC1	12	8	0.37	1422	4.2	1.1	0.2	11	747	0.054	-0.3	-0.03	0.59	-6.3%	1.8%	0.6	797	i	24
